hcDAF12 agonist: activators of H. contortus DAF-12 nuclear receptor | HEK293 hcDAF-12 lit1-tk-luc reporter, luminescence; 0% DMSO, 100% Δ7-dafachronic acid | activation, % at 6.8 µM | actives 1.4% (n = 370,000);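 active = activation above the mean of all tested compounds plus 3 SD, cut at about 5.5% in these data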;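 note: 100% = response to 3 µM Δ7-dafachronic acid high control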
HGIII-sPLA2 inh: Inhibits HGIII-sPLA2 liposome hydrolysis, primary screen; Q9NZ20; inhibition, % at 12.2 µM; AID 743126; actives 0.56% (n = 370,000); QFRET BODIPY PC-A2 liposome hydrolysis, fluorescence;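 active = inhibition above mean plus 3 SD of compounds lying within the high and low control bounds, cut at about 19% in these data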;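 note: 0% = median of test compound wells and 100% = no enzyme DMSO wells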
FXN GAA850 act: activators of GAA850 frataxin (FXN) promoter; actives 0.56% (n = 360,000); activation, % at 6 µM; HEK293 lucGAA850 FXN promoter luciferase reporter, 24 h; percent of 10 µM SAHA response; AID 540364;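 active = activation above the average of all compounds screened plus 3 SD, cutoff fixed separately per campaign, cut at about 7.5% in these data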;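 note: 0% = DMSO wells and 100% = 10 µM SAHA wells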
PLC-beta3 inh: inhibitors of human phospholipase C beta3 | Q01970 | Purified PLC-beta3, fluorogenic substrate, fluorescence | inhibition, % at 12.2 µM | actives 0.18% (n = 370,000); in the data active = inhibition above about 11%;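 note: 0% = median of compound wells on plate and 100% = full blocker control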
Target sequence (Q01970 whole entry, looked up): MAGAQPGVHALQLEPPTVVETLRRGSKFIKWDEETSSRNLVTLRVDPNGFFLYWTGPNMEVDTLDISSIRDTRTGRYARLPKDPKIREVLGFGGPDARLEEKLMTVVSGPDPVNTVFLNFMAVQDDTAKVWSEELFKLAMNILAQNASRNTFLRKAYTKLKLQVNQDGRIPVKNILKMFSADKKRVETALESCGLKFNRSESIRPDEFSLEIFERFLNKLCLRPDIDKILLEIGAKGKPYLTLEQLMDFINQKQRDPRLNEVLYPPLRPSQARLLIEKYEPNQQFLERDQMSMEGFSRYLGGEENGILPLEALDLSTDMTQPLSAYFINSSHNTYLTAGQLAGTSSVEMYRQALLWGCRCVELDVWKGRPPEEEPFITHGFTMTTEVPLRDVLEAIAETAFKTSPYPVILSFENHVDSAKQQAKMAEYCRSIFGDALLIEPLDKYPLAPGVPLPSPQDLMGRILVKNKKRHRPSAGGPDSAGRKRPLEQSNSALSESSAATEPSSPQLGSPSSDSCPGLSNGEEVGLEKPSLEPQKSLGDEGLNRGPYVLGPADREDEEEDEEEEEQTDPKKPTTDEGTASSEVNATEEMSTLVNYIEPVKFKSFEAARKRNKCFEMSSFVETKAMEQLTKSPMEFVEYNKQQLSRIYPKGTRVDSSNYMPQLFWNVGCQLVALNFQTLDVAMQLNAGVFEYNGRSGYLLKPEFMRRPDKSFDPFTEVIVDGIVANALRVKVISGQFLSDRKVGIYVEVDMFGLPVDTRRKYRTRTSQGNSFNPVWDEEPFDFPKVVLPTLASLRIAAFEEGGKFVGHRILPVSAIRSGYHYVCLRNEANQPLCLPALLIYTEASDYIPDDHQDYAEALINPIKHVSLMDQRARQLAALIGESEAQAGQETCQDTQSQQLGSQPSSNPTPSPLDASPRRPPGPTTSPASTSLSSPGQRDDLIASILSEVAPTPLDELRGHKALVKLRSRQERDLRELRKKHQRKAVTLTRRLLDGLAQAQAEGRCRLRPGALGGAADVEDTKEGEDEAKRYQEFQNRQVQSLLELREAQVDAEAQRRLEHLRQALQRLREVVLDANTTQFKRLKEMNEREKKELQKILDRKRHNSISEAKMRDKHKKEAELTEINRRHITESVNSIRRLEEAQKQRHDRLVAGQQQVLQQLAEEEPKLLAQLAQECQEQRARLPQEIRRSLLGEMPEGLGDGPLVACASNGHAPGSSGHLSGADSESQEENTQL
Rev-erbA mod: Rev-erb alpha (human) modulation | P20393 | Rev-erbα–FITC-DNA binding, fluorescence polarization, 90 min | activity, % at 10 µM | actives 0.79% (n = 370,000) | AID 1259318;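 active = activity above about 14%, limit read from the data; passing the limit was not always enough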;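 note: 0% = DMSO wells with 35 nM protein and 100% = DMSO wells with 750 nM protein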
hgDAF-12 ag: agonists of H. glycines DAF-12 nuclear receptor; HEK293 GAL4-hgDAF12 UAS-luciferase reporter, agonist luminescence; normalized to butyrate control; activation, % at 6.8 µM; actives 1.8% (n = 370,000); AID 687014;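 active = activation above a cutoff set at the mean of all screened compounds plus 3 SD, cut at about 10% in these data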;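 note: 0% = DMSO wells and 100% = sodium butyrate wells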
DAX1 inh-1: inhibitors of human orphan nuclear receptor DAX1 (NR0B1); P51843; HEK293 Gal4-DAX1 luciferase reporter, luminescence; AID 504766; actives 0.99% (n = 340,000); inhibition, % at 6.75 µM;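 active = inhibition above the mean over all tested compounds plus 3 SD, cut at about 4.2% in these data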;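 note: 0% = DAX1-transfected cells with DMSO and 100% = empty-vector control cells with DMSO; inhibition shows as a rise in luminescence from relieved DAX1 repression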
DAX1 inh-2: inhibitors of DAX1 repression of SF-1 activated StAR promoter; HEK293T StAR-luciferase reporter, SF-1/DAX-1 repression relief; AID 652010; inhibition, % at 6.8 µM; actives 1.1% (n = 370,000);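 active = inhibition above the mean over all tested compounds plus 3 SD, cut at about 3.6% in these data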;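 note: 0% = DAX-1 cells with DMSO and 100% = cells lacking DAX-1 with DMSO; higher inhibition means more luminescence from relief of DAX-1 repression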
PG9 binder: PG9 antibody binding by small molecule; actives 0.43% (n = 360,000); inhibition, % at 6.7 µM; TR-FRET gp120-PG9 antibody binding; in the data active = inhibition above about 8.5%
SMARCA2 act: increases SMARCA2 function in MMTV reporter cells; actives 1% (n = 370,000); MG213 cells, MMTV-luciferase reporter, dexamethasone, overnight; activation, % at 9.1 µM; in the data active = activation above about 7.8%;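 note: 0% = vehicle wells and 100% = reference activator wells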
ssDAF12 agonist: activates DAF-12 receptor from parasite S. stercoralis; HEK293 ssDAF-12/GRIP1 lit1-tk-luc reporter, luminescence; % of 3 µM dafachronic acid response; actives 1% (n = 370,000); activation, % at 6.8 µM; AID 652126;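 active = activation above the mean over all tested compounds plus 3 SD, cut at about 0.9% in these data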;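 note: 0% = DMSO-only wells and 100% = 3 µM delta7-dafachronic acid wells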
* hit, by the source's call; i = inactive; . = no result given; & = joins results of further samples.

SMILES	hcDAF12 agonist	HGIII-sPLA2 inh	FXN GAA850 act	PLC-beta3 inh	Rev-erbA mod	hgDAF-12 ag	DAX1 inh-1	DAX1 inh-2	PG9 binder	SMARCA2 act	ssDAF12 agonist
CCCCCn1c(=S)[nH]c2cc(C(=O)N3CCN(C(=O)OCC)CC3)ccc2c1=O	-1.8	5	-0.1	-5	-2	1.5	0.8	-0.2	3.0	-3	-0.5
COc1ccc(CCNC(=O)COC(=O)c2ccc(C)s2)cc1OC	0.3	4	-2.1	-3	-2	1.8	0.1	0.2	-2.3	0	-1.1
C=C1CCN([C@@H](CC(C)C)C(=O)NCCCc2ccccc2)S(=O)(=O)c2ccccc21	-1.2	-11	-2.4	2	1	1.2	-2.4	0.1	-1.0	-1	-0.8
Cc1nn(-c2ccccc2)c2nc(-c3cccs3)cc(C(=O)NN)c12	-0.3	-9	2.1	i	2	3.2	2.2	-1.9	-0.5	-4	-1.8
O=S(=O)(NCCc1ccccc1)c1ccc(-n2cnnn2)cc1	1.1	-4	0.2	-6	0	2.8	1.3	-0.2	-1.2	-1	-1.1
Cn1c(=O)c2c([nH]c(=S)n2CCCc2ccccc2)n(C)c1=O	-1.7	14	1.7	-7	-4	1.1	0.7	0.2	1.0	0	-1.8
CCc1cc(C(=O)N2CCCC(C(=O)c3ccc(Oc4ccccc4)cc3)C2)n(C)n1 (stereo not given)	-2.4	-11	-1.9	-8	-3	-2.1	-0.4	-0.6	-0.2	-3	-1.3
O=C(NCCC(=O)N1CCNC1=O)OCc1ccccc1	-2.9	2	0.4	7	-4	-2.5	-0.2	0.2	-2.3	2	-0.5
NC(=O)CC(NC(=O)Cc1ccc(Cl)cc1)c1ccc(NCCCN2CCCC2=O)c([N+](=O)[O-])c1 (stereo not given)	-1.6	-5	-0.2	2	2	0.9	1.9	-0.5	-2.2	2	-1.0
O=C(COC(=O)c1cc(S(=O)(=O)N2CCOCC2)ccc1Cl)NCCc1ccccc1	-0.5	-5	1.1	-1	-12	1.1	0.3	0.9	-2.3	-5	-1.3
COC(=O)c1ccccc1NC(=O)CSc1nnc(-c2ccoc2C)n1C	-1.7	0	0.1	1	4	1.9	0.6	-1.0	-0.8	-4	-1.4
CC(=O)C1=C(C)Nc2ncnn2C1c1ccc(Cl)cc1Cl (stereo not given)	-0.9	1	-3.1	2	5	-0.9	0.3	0.2	-1.4	4	-1.3
O=C(Nc1cccc(Cl)c1)c1cccnn1	-1.2	-1	-0.4	0	-4	2.8	0.8	0.0	0.8	4	-0.7
CC(Sc1nnc(-c2ccco2)o1)C(=O)Nc1ccc(OC(F)F)cc1 (stereo not given)	-0.4	-10	3.1	-3	-4	0.6	0.9	1.7	-1.4	4	-0.6
Cc1onc(-c2ccccc2)c1C(=O)N1CCN(S(=O)(=O)c2ccc(Cl)cc2)CC1	-0.9	4	-0.7	-3	-6	-3.4	-0.1	-0.2	-0.2	0	-0.3
CCCCN1C(=O)C(NC(=O)C2CC2)(C(F)(F)F)C2=C1CC(C)(C)CC2=O (stereo not given)	-2.2	1	-0.1	1	1	0.2	0.7	-0.2	-2.1	6	-0.8
S=C1NC(c2ccccc2)=NCN1c1ccc(Br)cc1	-0.6	10	4.0	1	-2	4.3	-1.5	0.0	-1.2	1	-0.9
NS(=O)(=O)c1cccc(NC(=O)COC(=O)CN2C(=O)c3ccccc3C2=O)c1	-0.4	0	-1.0	-4	-7	8.7	-0.5	-0.6	1.4	-1	-0.8
CCOC(=O)c1c(S(=O)(=O)NCC(=O)Nc2cccc(F)c2)c(C)n(C)c1C	0.7	2	4.1	-3	1	3.4	0.0	-1.6	1.4	0	-1.1
O=C(COC(=O)c1cccc([N+](=O)[O-])c1)Nc1ncc(Br)s1	-0.1	-4	-0.6	0	-1	0.2	0.1	-0.2	-0.8	-1	-1.4

Results in FXN GAA850 act, for some of the entries so far:
compound	FXN GAA850 act
COc1ccc(CCNC(=O)COC(=O)c2ccc(C)s2)cc1OC	-2.1
NS(=O)(=O)c1cccc(NC(=O)COC(=O)CN2C(=O)c3ccccc3C2=O)c1	-1.0
O=C(Nc1cccc(Cl)c1)c1cccnn1	-0.4

Next section.
SMILES	hcDAF12 agonist	HGIII-sPLA2 inh	FXN GAA850 act	PLC-beta3 inh	Rev-erbA mod	hgDAF-12 ag	DAX1 inh-1	DAX1 inh-2	PG9 binder	SMARCA2 act	ssDAF12 agonist
CCN(CC)C(=O)c1cccc(-c2csc(C(O)c3ccc(F)c(F)c3)n2)c1 (stereo not given)	-1.1	-3	-2.9	-81	2	-5.4	.	-2.7	1.3	-4	-0.9
Nc1nc(SCC(=O)Nc2cc(S(=O)(=O)N3CCOCC3)ccc2Cl)n[nH]1	-0.8	-2	0.0	8	-4	-1.3	-0.2	-2.0	1.6	2	-1.4
CCN(CC)C(=O)c1cn(C)c(=O)c2cc(OC)c(OC)cc12	-0.3	5	1.4	1	-1	0.9	0.1	-0.5	-0.3	5	-1.1
N#Cc1ccc(C(=O)OCC(=O)Nc2ccc(N3CCOCC3)cc2)cc1	0.1	-1	-0.8	-6	-6	1.6	0.1	-0.3	-0.5	0	-1.7
O=C(Nc1nccs1)c1cc(-c2ccccn2)nc2c(Cl)cccc12	3.7	-1	0.1	-10	-23	2.1	0.8	0.0	-100	-3	-0.4
CCCCOP(=O)(c1ccc(N(C)C)cc1)C(O)c1ccc(N(C)C)cc1 (stereo not given)	1.7	6	0.8	5	-1	-0.7	-1.3	-0.1	-2.1	-2	-0.8
Cn1cccc1C(=O)Nc1nc(-c2ccccn2)cs1	1.2	-2	-2.3	-9	-9	6.3	-0.7	-0.5	0.3	0	-0.1
CCc1nc2ccc(C(=O)N3CCN(C(=O)c4ccco4)CC3)cn2c1N(C)Cc1nccn1C	0.4	10	-1.4	-2	-3	-2.4	.	-0.9	-1.0	-1	-1.3
CC1(C)Cc2c(cnn2-c2ccccc2)C(NC(=O)CCCN2CCCCC2=O)C1 (stereo not given)	0.2	0	2.9	-4	5	-2.3	0.6	-0.6	0.2	6	-0.5
COC(=O)/C(=C\Nc1ccc(OC)cc1)NC(=O)c1ccc(Cl)cc1Cl	0.4	-4	2.4	2	-1	2.2	-0.6	1.3	0.1	0	-0.3
O=c1[nH]c(CSc2nc3ccccc3[nH]2)nc2c1cnn2-c1ccccc1	-4.8	-5	-1.6	-4	5	-5.7	-4.6	-2.3	-0.1	-3	-2.0
CC(C)[C@H](N)C(=O)OCCOCn1cnc2c(=O)[nH]c(N)nc21	-0.4&-0.3	-1&-1	0.3&-1.0	-1&-1	-6&-6&-2	-1.8&2.1	-0.1&0.6	1.4&0.9	-1.7&-0.7	-2&-2	-1.3&-0.8
Cc1ccnc(NC(=O)c2cccc(S(=O)(=O)NCc3ccccc3)c2)c1	-0.9	-22	2.0	1	5	-3.4	0.8	-2.8	-3.4	1	-1.3
Cc1cc(NC(=O)CN2CCCC2c2nc3ccccc3s2)no1 (stereo not given)	0.6	-3	-0.4	-6	-6	0.0	0.2	-0.3	1.9	-1	-0.9
Cn1c(SCC(=O)NC2CCCCC2)nnc1-c1ccncc1	-1.4	3	2.4	1	4	0.8	-1.2	0.2	0.4	0	-1.2
Cc1nnc(SC(C)C(=O)Nc2ccc(S(=O)(=O)N3CCCCC3)cc2)s1 (stereo not given)	-1.4	-7	0.8	4	0	-2.2	0.4	0.2	-3.2	3	-1.0
O=Cc1c[nH]c2ncccc12	-1.4	18	1.6	-7	0	-0.5	-0.1	0.0	-0.5	1	-1.2
CCC(=O)c1cn([C@@H](CCC(OC)OC)CC(=O)OC(C)(C)C)cc1CC	1.1	6	1.6	8	-1	-2.5	1.4	0.7	-1.0	-2	-0.4
O=c1[nH]nc(SCCS(=O)(=O)c2ccc(F)cc2)n1-c1ccccc1	-1.2	3	1.1	-6	2	-1.8	.	-0.3	-1.5	-2	-0.5
CC(=O)N(c1ccccc1)c1nnc(-c2cnc(C)cn2)s1	5.5	1	5.5	-20	-5	14*	2.5	8.4*	0.0	3	-0.4
O=C(c1ccccc1NS(=O)(=O)c1cccs1)N1CCCC1	-0.5	4	-3.8	-11	-3	0.7	-1.3	-0.6	-0.5	-1	-1.1
COc1ccc(NC(=S)Nc2ccccc2)cc1	-2.0&-2.2	4&2	-0.5&4.6	-3&-3	-1&-8	2.2&0.9	-0.6&-1.0	0.1&0.4	-0.1&-1.7	-2&1	-0.4&-1.0
COc1ccccc1OC(=O)CCN1c2ccccc2Sc2ccccc21	0.7	-7	2.4	-3	7	-0.1	-0.6	0.5	1.4	-2	-1.0
Cc1nc(N2CCOCC2)nc(N2CCC(C)CC2)c1[N+](=O)[O-]	-3.3	-7	2.3	-6	2	0.7	2.3	-0.1	-2.1	-3	-1.7
O=C(Nc1nnc(C2CC2)s1)c1cc(Cl)sc1Cl	1.5	0	7.1	-6	-5	5.0	0.2	2.0	-1.1	7	-0.8
Cc1c(S(=O)(=O)Nc2ccc3c(c2)OCCO3)cnn1C	-1.6	-1	-1.4	2	-2	-0.8	0.1	-0.3	-0.8	-2	-1.1
CCCNC(=O)C1CCN(c2nc(C)cc(C)n2)CC1	-0.9	6	-1.8	-6	-1	0.5	-0.7	0.3	-0.6	-3	-1.0
COc1ccc(NC(=O)Nc2ccc(F)c(Cl)c2)cc1	2.0	-2	3.1	4	4	17*	-0.4	1.3	-1.8	1	-1.3
COc1cc(NC(=O)c2cccs2)ccc1NC(=O)c1cc2ccccc2o1	-0.8	-1	-0.4	2	-10	1.1	0.1	0.3	-0.4	-4	-0.9
CCN(CC)CCNC(=O)CNC(=O)c1nn(-c2ccc(OC)c(OC)c2)c(=O)c2ccccc12	2.1	6	-0.6	-13	-6	1.4	4.9*	-0.3	0.1	-1	-1.4
Cc1ccccc1NC(=O)COC(=O)CN1C(=O)NC(C)(C)C1=O	-0.1	1	-1.9	0	2	-0.5	0.3	0.3	-1.4	-2	-0.7
COc1ccc(OC)c(CC(=O)NC(c2ccccc2)c2ccccc2)c1	0.0	4	-0.4	-10	-1	-0.7	-1.3	-0.3	1.4	-1	-1.2
COc1ccc(N2CCN(CC(=O)N3c4ccccc4CC3C)CC2)cc1 (stereo not given)	-3.4	-1	-0.8	0	-2	-2.5	-1.5	-0.7	-0.8	-3	-1.4
